Screening data deposited in PubChem BioAssay by National Center for Advancing Translational Sciences (NCATS).
Luc counter: Counterscreen for Luciferase (Kinase-Glo TM) Inhibition. Potency, µM (series often up to 38.3 µM), for the others: at the top dose activity change, negative = inhibition, actives largely listed as inhibitors. 200,000 tested, 0.28% active. Luciferin 4-monooxygenase (Photuris pensylvanica), Q27757. AID 1379, 2008. Kinase-Glo luciferase, ATP luminescence, 8 min; note: potency is the fitted concentration of half-maximal effect; % is set by controls: 0 for no effect and ±100 for the full control effect; nearly all actives have a fitted effect of over 60% in size
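Luminescence was the read-out, taken after 8-minute incubation at ambient temperature. Luciferase turned over luciferin with 10 uM ATP in imidazole pH 7.2 buffer containing KCl, MgCl2, Tween 20 and BSA.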
LMNA splice mod: qHTS Assay for Modulators of Lamin A Splicing | 200,000 tested, 0.01% active | HeLa LMNA splicing GFP/RFP minigene ratio, 48 h | AID 1487, 2009 | Potency, µM (highest dose often 46.1 µM), for the others: top-dose ratio change, negative = inhibition, actives largely listed as inhibitors; active = well fitted inhibition curve with a large enough effect in the signal ratio, with a control signal flat, not every such curve was filed as active; inconclusive = small, poorly fitted or top-dose-only effect, or effect the other way, or a change in a side signal; the % refers to the signal ratio; note: potency is the fitted concentration of half-maximal effect; % is set by controls: 0 for no effect and ±100 for the full control effect
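Read-out is the ratio of GFP to DsRed2 object intensity, acquired by 488 nm laser-scanning cytometry on HeLa lamin A-EGFP minigene reporter cells. Compound incubation 48 hrs at 37 °C in Opti-MEM with 2% FBS; DMSO 0.5% final.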
CBFb RUNX1 block: qHTS Assay for Compounds Blocking the Interaction Between CBF-beta and RUNX1 for the Treatment of Acute Myeloid Leukemia. AID 1477, 2009. 230,000 tested, under 10 active. Runt-related transcription factor 1 (Homo sapiens) + Core-binding factor subunit beta …. Potency, µM (top dose mostly 59.8 µM), for the others: at the top dose activity, negative = inhibition, actives largely listed as inhibitors. AlphaScreen CBFb-His/RUNX1-biotin binding, biochemical; note: % of control where 0% means no effect
Target sequence (Q01196 whole entry, looked up): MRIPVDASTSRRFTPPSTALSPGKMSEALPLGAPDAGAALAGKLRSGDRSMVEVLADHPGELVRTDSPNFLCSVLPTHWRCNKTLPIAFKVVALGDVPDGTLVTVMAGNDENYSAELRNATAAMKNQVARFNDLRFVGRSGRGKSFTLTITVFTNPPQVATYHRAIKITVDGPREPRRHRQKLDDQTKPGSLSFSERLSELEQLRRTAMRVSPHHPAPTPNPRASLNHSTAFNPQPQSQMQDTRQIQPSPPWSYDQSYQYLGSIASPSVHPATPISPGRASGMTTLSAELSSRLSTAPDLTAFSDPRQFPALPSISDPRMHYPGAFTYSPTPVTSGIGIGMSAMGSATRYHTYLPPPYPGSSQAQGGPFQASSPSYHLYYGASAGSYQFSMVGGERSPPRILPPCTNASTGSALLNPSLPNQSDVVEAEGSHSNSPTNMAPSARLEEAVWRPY
Target sequence (Q13951 whole entry, looked up): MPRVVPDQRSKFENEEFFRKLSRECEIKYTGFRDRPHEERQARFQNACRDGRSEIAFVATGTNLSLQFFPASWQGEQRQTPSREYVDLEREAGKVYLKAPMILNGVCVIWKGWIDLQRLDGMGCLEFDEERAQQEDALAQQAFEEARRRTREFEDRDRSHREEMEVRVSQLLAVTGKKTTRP
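Read-out: AlphaScreen. Format: His-CBF-beta with biotinylated RUNX1 (30 nM each) preincubated 20 min, compound 15 min, Ni-chelate plus streptavidin beads 90 min; room temperature throughout.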
SMN2 splice up: qHTS Assay for Enhancers of SMN2 Splice Variant Expression. HEK293 SMN2-luciferase splicing reporter, luminescence, 30-36 h. Potency, µM (top dose mostly 46.1 µM), for inactives: at the top dose activity change, positive = activation, most hits filed as activators. 210,000 tested, 2.8% active. AID 1458, 2008; note: potency is the fitted concentration of half-maximal effect; % of control where 0% means no effect; nearly all actives have a fitted effect of over 55% in size
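HEK293 cells carry an SMN2 minigene-luciferase reporter in which exon 7 inclusion puts luciferase in frame. Cells were seeded at 2000 cells/well, attached for 10-12 hours, then exposed to compounds for 30-36 hours at 37C before ONE-Glo luminescence.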
HttQ103 aggreg: qHTS Multiplex Assay to Identify Dual Action Probes in a Cell Model of Huntington: Aggregate Formation (GFP); PC12 HttQ103-GFP aggregates, Acumen cytometry, 40 h; 220,000 tested, 1.1% active; Potency, µM (top dose mostly 46.1 µM), without a hit: at the highest dose activity change, negative = inhibition, hits mostly inhibitors; AID 1688, 2009; note: potency is the fitted concentration of half-maximal effect; % is set by controls: 0 for no effect and ±100 for the full control effect; nearly all actives have a fitted effect of over 60% in size
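Aggregate formation scored by laser-scanning cytometer (488 excitation, 500–530 emission) in lysed PC12 cells expressing Q103-GFP after 100 nM tebufenozide induction; library tested in dose series, with ATPLite reagent added in the multiplex.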
IMPase Li inh: qHTS Assay for Identifying the Cell-Membrane Permeable IMPase Inhibitors: Potentiation with Lithium | CHO-M1 cells, IP1 TR-FRET (IP-One), carbachol + lithium | Potency, µM (titrated, usually from 59.4 µM), for the others: at the highest dose activity, negative = IMPase inhibition, most hits filed as inhibitors | 210,000 tested, 0.35% active | AID 1457, 2008;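 note: IP1 builds up when IMPase is blocked and the TR-FRET signal falls; potency is the fitted concentration of half-maximal effect; plate controls were basal vehicle for no effect and high inhibitor control for full effect; nearly all actives have a fitted effect of over 50% in size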
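CHO cells stably expressing M1 receptor (2000/well) were cultured 16–30 h, then exposed to compounds with a small lithium addition for 30 min at 37C. IP1 was measured by TR-FRET competition; AC50 from Hill fits.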
HTT ATP protect: qHTS Multiplex Assay to Identify Dual Action Probes in a Cell Model of Huntington: Cytoprotection (ATP). PC12 HTT-Q103 induced, cytoprotection, ATP luminescence, 40 h. Potency, µM (doses to about 56.4 µM), without a hit: cytoprotection (ATP increase), hits mostly activators. 230,000 tested, 0.14% active;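 note: potency is the fitted concentration of half-maximal effect; % of control where 0% means no effect; nearly all actives have a fitted effect of over 45% in size; toxic huntingtin expression switched on by the ecdysone agonist tebufenozide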
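Rat PC12, Q103 Htt exon1-GFP fusion, ecdysone promoter; tebufenozide inducer 100 nM final; compound titration; qHTS, 1500 cells/well; ATPlite luminescent read.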
* = called active by the depositor; ? = inconclusive; / = not tested or not shown; [ ] = remark or other dose. Unless noted, calls come from the whole dose curve; as a rule, active = well fitted curve in the direction sought with a large enough effect; inconclusive = small, poorly fitted or top-dose-only effect, or another doubt; inactive = no such curve, though single readings can be large; an effect the other way counts as inactive or inconclusive.

SMILES	Luc counter	LMNA splice mod	CBFb RUNX1 block	SMN2 splice up	HttQ103 aggreg	IMPase Li inh	HTT ATP protect
CN(C)c1ncc2nc(-c3ccc(Cl)cc3)c(=O)n(C3CC3)c2n1	-3%	/	/	7%	/	?	-43%[inhibitor]
COc1ccc(C(=O)NCc2cn3ccccc3n2)cc1	-4%	10%	-5%	-14%	-9%	-5%[38.3 µM]	-4%
COc1ccc2nc(NC(=O)c3cc(C)oc3C)sc2c1	13µM*	7%	-7%	16µM*	1%	0%	-11%[10 µM]
CCCc1nc2ccccc2n1CCOc1ccccc1	5%	-5%	3%	-30%[inhibitor]	-20%[9.22 µM]	16%[38.3 µM]	5%
Cc1ccc(CSc2nnc(C(F)(F)F)n2Cc2ccc(F)cc2)cc1	-4%	4%	10%	-5%	-13%	31%[activator][38.3 µM]	6%
CCOc1ccc2nc(-c3ccccc3)nc(SCC(=O)Nc3ncc(C)s3)c2c1	5%	-4%	5%	19%	-15%	8%	-8%[10 µM]
COC(=O)CN(C#N)c1nc(NC(C)C)nc(OC)n1	3%	11%	1%	-8%	-10%	9%	15%[10 µM]
CCOC(=O)C1CCN(C(=O)C2CCN(c3nc4ccc(OC)cc4s3)CC2)CC1	-1%	11%	-4%	-45%[inhibitor]	5%	2%[38.3 µM]	-20%
O=C(N/N=C/c1c[nH]c2ccccc12)c1ccc2c(c1)OCCO2	/	/	-2%	/	-7%[9.22 µM]	/	-34%[10 µM]
CCN(CC)CCNC(=O)CS(=O)Cc1nc(-c2ccc(C)cc2)oc1C (stereo not given)	-10%	4%	0%	-39%[inhibitor]	15%	-3%[38.3 µM]	9%
Cc1c(O)c(S(=O)(=O)c2ccccc2)c(=O)n(-c2ccccc2)c1-c1ccccc1	-1%	?	9%	20%	12%	1%	/
COc1c(OC2OC(C(=O)O)C(O)C(O)C2O)cc(O)c2c(=O)cc(-c3ccccc3)oc12 (stereo not given)	-2%	-8%	2%	-8%	-25%	-8%	/
CCOC(=O)C(NC(=O)c1cccc(Cl)c1)(Nc1sc2c(c1C(N)=O)CCC2)C(F)(F)F (stereo not given)	1%	-1%	1%	-6%	-14%	0%	20%[10 µM]
CCOC(=O)/C=C1/N(C)c2ccccc2C1(C)C	/	/	10%	/	-8%[9.22 µM]	/	-8%[10 µM]
CCOC(=O)c1sc(=S)n(-c2ccccc2)c1N	-1%	-29%	15%	1%	-13%	-6%	-12%[10 µM]
Cc1ccc(S(=O)(=O)N2CCN=C2SCc2cccnc2)cc1	-2%	/	10%	-11%	-8%	0%	9%
COc1ccc(Cc2nnc(NC(=O)c3cccc([N+](=O)[O-])c3)s2)cc1	2%	?	4%	21%	14%	2%	4%[10 µM]
C/C(CCc1ccc2c(c1)OCO2)=N\NC(=O)c1ccccc1Br	2%	12%[9.22 µM]	7%	7%	14%	3%	-28%
CC(C)c1ccc(NC(=O)C(c2ccccc2)N2CCC3(CC2)OCCO3)cc1 (stereo not given)	-1%	?	-1%	1%	?	-3%[38.3 µM]	-2%
O=C(NCCOc1nc(N2CCOCC2)nc(N2CCOCC2)n1)Nc1ccc(Cl)cc1	0%	8%	-1%	-9%	-3%	27%[38.3 µM]	20%
N#CC(=C1N=c2ccccc2=N1)c1c(O)[nH]c2ccccc12	-7%	4%	5%	21%	-1%	33%[38.3 µM]	-1%
COc1cc(S(=O)(=O)n2c(C)nc3ccccc32)ccc1F	4%	2%	1%	19%	-7%	16%[38.3 µM]	-34%
CC(=O)Nc1ccc(CN2CCN(Cc3ccc(F)c(F)c3)C(CCO)C2)cc1 (stereo not given)	-2%	/	21%	/	7%	20%	-19%
Cn1c(=O)c2c(nc(N3CCc4ccccc4C3)n2Cc2ccccc2F)n(C)c1=O	-1%	-4%	-22%	-32%[inhibitor]	-10%	11%	-5%
CCCc1nc(NCCO)c(C#N)c2c1CCCC2	/	/	7%	/	-12%[9.22 µM]	/	-24%[10 µM]
CCCn1nnc(NC(=O)c2ccc(F)cc2)n1	-7%	12%	7%	?	7%	-6%[38.3 µM]	-14%
CCN(c1ccccc1)S(=O)(=O)c1ccc(Oc2ccc(-n3ccnc3)cc2)nc1	1%	0%	-1%	-2%	-5%	-13%[38.3 µM]	-4%[10 µM]
COC(=O)c1cc(=O)n(CCc2ccccc2F)c(=Nc2ccc(F)c(Cl)c2)s1	-4%	?	-3%	-37%[inhibitor]	?	11%[38.3 µM]	5%
Cc1cccc(/C=N/NC(=O)CNc2cccc3ccccc23)n1	-1%	?	-27%	-45%[inhibitor]	-21%	6%	/
COCc1c(C#N)c(NCCc2ccccc2)nc(C)c1[N+](=O)[O-]	0%	?	-5%	-9%	-3%	-5%	8%[10 µM]
Cc1c(NC(=O)c2cccs2)cccc1C(=O)O	1%	15%	4%	10%	3%	4%[38.3 µM]	4%
FC(F)(F)c1nc(N2CCCC2)ncc1-c1nnnn1-c1ccccc1	2%	2%	10%	-54%[inhibitor]	?	6%[38.3 µM]	-46%[inhibitor]
O=C(Nc1cccc(Cl)c1)Nc1cccc(Cl)c1	-2%	?	19%	-12%	?	26%	?
COc1ccc(C(=O)N(Cc2nc(-c3ccc(C)cc3)no2)C2CCCCC2)cc1OC	-1%	-11%	0%	61%	?	32%[38.3 µM]	-11%
O=C(COC(=O)/C=C/c1ccc(F)cc1)Nc1cc(C(F)(F)F)ccc1N1CCOCC1	-1%	-12%	10%	19%	-4%	-8%	-1%[1.9 µM]
CC(C)(C)CC(=O)Nc1cc(S(=O)(=O)N2CCCCCC2)ccc1Cl	1%	?	14%	-29%	24%	4%	/
COCc1cc(Sc2ccc(Br)cc2)nc(-c2ccccc2)n1	0%	?	2%	-20%	-13%	3%[38.3 µM]	-6%
COc1ccc(NC(=O)CSC2=NC(=O)CC(C)=N2)cc1	-5%	5%	6%	?	19%	-17%[38.3 µM]	6%
Cc1[nH][nH]c(=O)c1C=NCc1ccc(Cl)cc1	2%	37%[9.22 µM]	4%	-9%	-6%	-11%	-20%
Clc1ccc(CNc2nnnn2-c2ccccc2)c(Cl)c1	2%	?	4%	-1%	13%[9.22 µM]	10%[38.3 µM]	1%
NNC(=O)COc1ccc(-c2n[nH]c(C(F)(F)F)c2-c2ccc(Br)cc2)c(O)c1	-3%	-10%	3%	2%	?	-8%	-6%[10 µM]
CN1CCC(=C(c2ccc(Cl)cc2)c2ccccn2)CC1	/	/	8%	/	-27%[9.22 µM]	/	12%[10 µM]
CCCCCCCCCc1nc2sc3c(c2c(=O)n1NC(=O)c1ccc([N+](=O)[O-])cc1)CC(C)(C)OC3	-7%	?	-14%	-99%[inhibitor]	4%	4%	27%[10 µM]
Nc1nc(/C(=C/CC(=O)O)C(=O)NC2C(=O)N3C(C(=O)O)=CCSC23)cs1 (stereo not given)	-4%	?	-19%	-7%	1%	12%	?
Cc1cccc(CSc2nnc(N)n2-c2ccccc2)c1	0%	-6%	8%	1%	-3%	3%	11%[10 µM]
O=C(CCl)NNc1cccc(Cl)n1	2%	5%	2%	-2%	-5%	-12%[38.3 µM]	-8%
CCOc1ncccc1C(=O)Nc1ccc(OC)c(S(=O)(=O)N2CCCCC2)c1	-1%	-17%[46 µM]	0%	-22%	-3%	10%	-25%
CC(C)n1nnnc1SCC(=O)Nc1ccc2c(c1)OCO2	2%	5%	-1%	18%	11%	6%	9%[10 µM]
CC(OC(=O)CN(C)S(=O)(=O)c1ccc(Cl)cc1)C(=O)Nc1ccc(N2CCOCC2)cc1 (stereo not given)	-3%	-1%	-5%	7%	17%	-2%[38.3 µM]	-20%[10 µM]
O=C(Nc1cccc(-c2csc(Nc3ccc(Cl)cc3)n2)c1)c1ccccc1	/	/	-10%	/	-5%[9.22 µM]	/	11%[10 µM]
Cc1onc(-c2ccccc2Cl)c1C(=O)Nc1nc2c(s1)CCCC2	-2%	16%	-17%	13%	-12%	7%[38.3 µM]	-35%
CCc1cc[n+](C2=C([O-])c3ccccc3C(=O)/C2=N\S(=O)(=O)c2cccs2)cc1	0%	?	?	/	/	10%	/
OCCC1CN(CC#Cc2ccccc2)CCN1C1CCCC1 (stereo not given)	2%	18%[46 µM]	7%	/	21%[9.22 µM]	5%	24%[10 µM]
COc1cc(OC)c2c(c1)OC(=O)CC2c1ccc(C)cc1 (stereo not given)	1%[39.9 µM]	/	13%[89.1 µM]	/	/	11%	-18%
O=C(Nc1ccccc1)c1ccccc1N=Cc1ccccc1O	-1%	?	7%	?	5%	-12%	/
CC1(C)Cc2c(c(N3CCOCC3)nc3sc4c(NCc5ccco5)nnnc4c23)CS1	3%	-5%	-5%	?	21%	22%[38.3 µM]	-33%
CCOc1ccc(-n2c(C)nc(O)c2N=Nc2ccccc2)cc1	/	/	-6%	/	10%	2%	-7%
Cc1ccc(-c2nc(N/N=C/c3ccncc3)c3ccccc3n2)cc1	2.2µM*	-9%	0%	-24%	?	5%[38.3 µM]	-32%[10 µM]
CC1CCCCN1C(=O)CSc1nc(N)cc(=O)[nH]1 (stereo not given)	-6%	-8%	7%	19%	7%	11%[38.3 µM]	9%
Cc1ccc(S(=O)(=O)/N=C/c2ccc(N(C)C)cc2)cc1	2%	-15%	-3%	-13%	30%	2%	-3%[10 µM]
CCOC(=O)N1CCN(CC(O)COC2CC(C)CC(C)(C)C2)CC1 (stereo not given)	-2%	5%	-8%	-1%	16%	12%[38.3 µM]	18%
Cc1cc(NC(=O)c2cccc([N+](=O)[O-])c2)no1	/	/	14%	/	-7%[9.22 µM]	/	0%[10 µM]
O=C1/C(=C/c2ccc(O)c([N+](=O)[O-])c2)SC(=S)N1Cc1ccccc1	-5%	/	-23%	-71%[inhibitor]	?	11%	/
